Screening data (PubChem)
ARNT-TACC3 inh: disruptors of ARNT/TACC3 protein interaction, primary screen, biochemical, AlphaScreen, single concentration; AID 623870, 2012; actives 0.66% (n = 390,000); AlphaScreen His-ARNT PAS-B/GST-TACC3 binding, luminescence; TACC3 fragment carries E629A point mutation; inhibition, % at 9.99 µM;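 active = mean inhibition of replicates at least 50% and at least half of replicates each reaching 50%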;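 note: 0% = complete ARNT plus TACC3 wells and 100% = ARNT alone without TACC3; many hits fall short of the cut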
An asterisk follows results filed as active.

structure,ARNT-TACC3 inh
O=C(Nc1nc2ccccc2[nH]1)c1ccccc1,2.8
Cc1c(C(=O)NCCC2=CCCCC2)oc2ccc(S(=O)(=O)N3CCC4(CC3)OCCO4)cc12,2.7
CC1(C)CC(=O)C(C=NCCCN2CCOCC2)=C(O)C1,-6.7
COc1ccc(-c2n[nH]c(=S)n2CC(C)C)cc1,-3.0
COc1ccc(CCNc2oc(-c3ccccc3OC)nc2C#N)cc1,5.9
Cn1nc(-c2ccc(Cl)cc2)nc2c(=O)n(C)c(=O)nc1-2,7.4
Cc1ccc(S(=O)(=O)N(CC(=O)NCCSC2CCCCC2)c2ccccc2F)cc1,-2.4
O=C(Nc1nc2c(s1)C(=O)CCC2)c1ccccc1,-10.6
CCN(CC)CC(=O)c1c[nH]c2ccccc12,-0.7
CCN1CCN(C(=O)CCNC(=O)Cn2ccc3ccccc3c2=O)CC1,-5.2
Cc1cc(NC(=O)c2cnn3cccnc23)n(-c2ccccc2)n1,8.1
Cn1nc(-c2ccc(Cl)cc2)c2cc(C(=O)NCCCN3CCOCC3)sc21,30.8
N#Cc1cc2c(=O)n3ccccc3nc2n(CCCn2ccnc2)c1=N,9.5
O=C(C1=C(O)C(=O)N(c2ncccn2)C1c1cccc(Cl)c1)c1ccco1 (stereo unspecified),-1.5
Cc1ccc(S(=O)(=O)N(c2ccccc2)C2CCS(=O)(=O)C2)cc1 (stereo unspecified),-3.4
c1cc(Nc2ncnc3sccc23)cc(-c2nnc3n2CCCCC3)c1,19.1
CCOC(=O)N1CCN(C(=O)c2cnc3n(c2=O)CCS3)CC1,-2.8
CN1CCc2c(sc3c2C(=O)NC(c2ccc(-c4cccc(Cl)c4)o2)N3)C1 (stereo unspecified),2.7
COc1ccc(C)cc1-n1nnnc1SCC1CCCCO1 (stereo unspecified),2.5
Cc1cc(NC(=O)C2CC=CCC2C(=O)O)no1 (stereo unspecified),-3.2
c1ccc2c(c1)nnn2Cc1nnc2sc(-c3ccc4c(c3)OCCO4)nn12,5.8
CCc1nnc(NC(=O)c2nc3nc(C)cc(C)n3n2)s1,2.7
COc1cc(-c2cc(C(F)(F)F)n3ncc(C(=O)O)c3n2)cc(OC)c1OC,-22.9
O=c1c(O)c(-c2ccc3c(c2)OCO3)oc2ccccc12,-0.1
COc1ccc(CCn2c(C(C)C)nc3c(c(=O)c4ccccc4n3C)c2=O)cc1,4.5
CN1C(=O)NC(NC(=O)C2CCCCC2)(C(F)(F)F)C1=O (stereo unspecified),20.4
CC1CN(S(=O)(=O)c2cccc3nsnc23)CC(C)O1 (stereo unspecified),0.7
COc1ccc(Cn2nnnc2C(c2cccs2)N2CCN(c3ccccc3)CC2)cc1 (stereo unspecified),2.8
COc1cc(OC)c(C2C(C(=O)O)c3ccccc3C(=O)N2C)cc1OC (stereo unspecified),-2.7
CCCCCN(C(=O)CCC(=O)OCCOc1ccc(OC)cc1)c1c(N)n(CCCC)c(=O)[nH]c1=O,-0.5
CSc1nnc(-c2ccco2)n1-c1ccccc1,-16.8
COc1cccc(CNC(=O)CCCNS(=O)(=O)c2cccs2)c1,-22.5
COc1ccccc1-n1cnnc1SCc1csc(-c2ccccc2)n1,-0.7
CCNc1nc(NC#N)nc(SCC(=O)OCC)n1,2.4
Cc1cc(=O)[nH]c(SCCCOc2ccc3c(c2)CCC3)n1,-46.5
COC(=O)c1nnc(-c2ccccc2)c(-c2ccccc2)n1,14.5
CCOC(=O)N1CCN(C(=O)CSc2ccc(Cl)cc2)CC1,-2.4
COC(=O)c1c(NC(=O)CN2CCN(c3ccccc3)CC2)c2c(C)cccc2n1C,3.5
Cc1ccc(-c2noc(CN3CCC(C(N)=O)CC3)n2)cc1,-2.2
Cc1cc(CN2CCN(CCC#N)CC2)c(O)c(C2(C)CCCCC2)c1,2.3
O=C(NCC(F)(F)F)Nc1ncccn1,4.4
CCOC(=O)c1c(NC(=O)Cn2nnc3ccccc32)sc2c1CCC(C)C2 (stereo unspecified),0.2
CCCN(CCO)Cc1ccc(Cl)c(Cl)c1,-18.6
Cn1nnnc1SCc1nnc(-c2ccc(F)cc2)o1,0.0
Fc1ccc(-c2nc3c(Cl)cc(C(F)(F)F)cn3c2Cl)cc1,-1.9
CCN1C(=NCc2ccc(OC)cc2)N[C@@H](CCc2ccccc2)[C@H](C(=O)NCc2ccc(OC)cc2)[C@H]1C,-1.4
CS(=O)(=O)Nc1ccc(S(=O)(=O)N2CCOCC2)cc1,-14.1
O=C(NNC(=O)c1ccco1)c1cccc([N+](=O)[O-])c1,-0.4
COc1ccc(CNC(=O)c2cccc(-c3ccc(C)c4ccccc34)n2)cc1,2.1
O=C(COC(=O)c1ccc(Br)c(S(=O)(=O)N2CCOCC2)c1)NCC1CCCO1 (stereo unspecified),1.3
Cc1ccc(C)c(-n2c(SCC(N)=O)nnc2-c2ccccn2)c1,57.2*
COc1ccc(/C=C(/C#N)C(=O)Nc2cc(C)ccc2C)cc1C(=O)O,3.5
CCCCc1nc2c(=O)[nH]c3ccccc3c2o1,-0.8
Cc1ccc(OCCn2cnc3c(N)ncnc32)cc1,1.2
COc1ccc2c(c1)CCc1sc(NC(=O)c3ccc(C)cc3)nc1-2,5.6
N#CCSC1=Nc2ccccc2C2=NC(CCC(=O)N3CCN(c4ccccc4)CC3)C(=O)N12 (stereo unspecified),-3.8
Nc1nc(Cn2nnc(-c3ccccc3Cl)n2)nc(N2CCOCC2)n1,2.8
O=C(NCc1ccc2c(c1)OCO2)c1ccc(S(=O)(=O)NCC2CCCO2)cc1 (stereo unspecified),-4.0
COc1ccc(S(=O)(=O)N(CC(=O)NCc2ccco2)c2ccccc2)cc1,2.3
c1ccn2c(SCc3ccc4c(c3)OCO4)nnc2c1,-4.2

Remaining list, next part.
structure,ARNT-TACC3 inh
Cc1nn(-c2ccccc2)c2c1C1(C(=O)N(C(C)C)c3ccccc31)C(C#N)=C(N)O2 (stereo unspecified),-0.2
COc1cc(CNC(=O)c2ccc(Cn3nc(C)c(Cl)c3C)o2)cc(OC)c1,5.9
CCOC(=O)c1nn(-c2ccccc2)c(C#N)c1NC(=O)c1nn(CC)cc1Br,-2.5
CN(C)C(=O)N1CCCC(C(=O)NCCc2ccccc2)C1 (stereo unspecified),-2.9
COC(=O)N1CC(C)N(C(=O)OC)CC1C (stereo unspecified),-0.1
CC(C)(C)C(=O)N1CCCC1C(=O)O (stereo unspecified),-0.3
O=C(NCC1COc2ccccc2O1)C1CCCN(S(=O)(=O)c2cccc3nsnc23)C1 (stereo unspecified),3.9
Cc1cc(O)ccc1Nc1nc(-c2sc(N)nc2C)cs1,12.4
COc1ccc(OC)c(NS(=O)(=O)c2ccc(SC)cc2)c1,1.2
On1c(-c2ccco2)nc2c1CCc1nonc1-2,5.7
CC(C)N=C(NC#N)SCc1ccccc1,0.4
Nc1nnc(SCC(=O)NC23CC4CC(CC(C4)C2)C3)s1,-0.2
CCc1nc(SCc2nc3ccccc3[nH]2)c2oc3ccccc3c2n1,-0.1
N#Cc1c(Sc2ncc(C(F)(F)F)cc2Cl)nsc1C/C=N\OCc1c(F)cccc1Cl,0.0
COc1ccc(C(=O)Nc2sc(C)c(-c3ccccc3)c2C#N)cc1OC,4.1
COC(=O)Cc1c(C)c2ccc(OCC(=O)NCc3ccc4c(c3)OCO4)cc2oc1=O,1.4
COc1ccc(NC(=O)c2ccco2)cc1NC(=O)c1cc2ccccc2o1,-3.2
CCOC(=O)c1cccc(C2=CC(=O)C[C@H](c3ccc(OC)cc3)C2)c1,-0.4
O=C(CNS(=O)(=O)c1ccc(Br)s1)N1CCN(c2ncccn2)CC1,2.0
Cc1nc(-c2cccc(NC(=O)c3cc4cc(Br)ccc4oc3=O)c2)cs1,-0.6
Cc1cccc(C)c1OCC(O)CN (stereo unspecified),0.7
COCCN1Cc2cccc(C(=O)Nc3cccc(OC)c3)c2C1=O,-7.7
O=CNC1CCCc2c1[nH]c1ccc(Cl)cc21 (stereo unspecified),-12.2
Cc1ccccc1OCC(=O)OC(C)CN1CCN(C)CC1 (stereo unspecified),-3.9
c1cn(CCCNC2=NCCCCC2)cn1,96.8*
Clc1c(-c2nnc3n2CCCCC3)sc2ccccc12,-3.4
COc1cccc2c(C)c(C(=O)O)[nH]c12,2.0
COc1ccc2cc3cc(C(=O)NCCc4ccc(OC)c(OC)c4)oc3nc2c1,22.9
Cc1ccnc(NS(=O)(=O)c2ccc(NC(=O)C3CCCCC3C(=O)O)cc2)n1 (stereo unspecified),6.5
CCOC(=O)N1CCN(S(=O)(=O)c2cc(-c3nn4c(C)nnc4c4ccccc34)ccc2C)CC1,-5.1
CCOCC(=O)Nc1nc2ccc(OC)cc2s1,-6.4
Cc1ccc(C2NS(=O)(=O)N=C2N)cc1 (stereo unspecified),-4.0
COc1ccc(N2CCC(CNC(=O)Nc3ccc(OC)cc3OC)C2)cc1 (stereo unspecified),1.1
CCn1c2ccccc2c2cc(NC(=O)COC(=O)C3CCC(=O)N3)ccc21 (stereo unspecified),-1.6
COc1ccc(C(CC(=O)O)NC(=O)COc2ccccc2OC)cc1OC (stereo unspecified),-10.2
COc1ccccc1-c1sc2ccccc2c1-c1ccc(OCCN2CCCCC2)cc1,5.1
CCOC(=O)NC(=O)/C(C#N)=N/Nc1c(F)cccc1F,7.3
COc1ccc2[nH]c(=O)c(-c3noc(-c4ccc(F)cc4)n3)cc2c1,-13.0
CCc1c(C)sc(NC(=O)c2cc(C)on2)c1C#N,-15.0
CCN(CC)C(=O)NCc1c(C)cc(C)cc1C,-2.9
C#CCOCCOCCOCCNc1nc(N2CCN(C(=O)[C@H](CCC(=O)O)n3cc(C(N)CC(C)C)nn3)CC2)nc(N2CCN(C(=O)[C@H](Cc3cc4ccccc4[nH]3)n3cc(C(N)CC(C)C)nn3)CC2)n1 (stereo partly specified),-3.3
CC1(C)Cc2c(sc3nc(-c4cc5ccccc5o4)n(N)c(=O)c23)CO1,0.6
CSc1nc(-c2ccc(C)cc2)nc(C(Cl)Cl)n1,-5.3
COC(=O)CN1C(c2ccccc2)=Nc2ccc(Cl)cc2C1c1ccccc1 (stereo unspecified),3.4
COC(=O)Cc1c(C)c2ccc(OCC(=O)N(C)C)cc2oc1=O,-7.3
O=C(Nc1nc2ccccc2[nH]1)C12CC3CC(CC(C3)C1)C2,-0.9
O=C(O)CCC(=O)Nc1nc2ccccc2s1,-7.1
Cc1ccc(C(=O)C[n+]2cc(-c3ccc(C)cc3)n3c2CCCCC3)cc1,1.5
CCc1sc(C(=O)NC)cc1Br,-11.9
Cn1c(N)c(C(=O)COC(=O)c2ccco2)c(=O)n(C)c1=O,-5.3
O=C(Nc1sccc1C(=O)NCc1ccco1)c1cccnc1,11.7
Cc1ccccc1OCc1nnc(SCc2cc(=O)[nH]c3ccccc23)o1,-6.6
CC(NC(=O)Cn1cnc2c1c(=O)n(C)c(=O)n2C)c1ccccc1 (stereo unspecified),-3.4
C=CCn1c(Sc2ccccc2)nc2c1c(=O)[nH]c(=O)n2C,-11.8
COc1ccc(-c2cnn(-c3ccccc3)c2N)cc1OC,4.5
Cc1c(NC(=O)c2ccccc2N(C)S(=O)(=O)c2ccccc2)c(=O)n(-c2ccccc2)n1C,-2.7
CCN1C(=O)CC(C(=O)Nc2ccc(F)cc2)SC1=Nc1cccc(OC)c1 (stereo unspecified),-5.1
Cc1nnc(NC(=O)Cc2ccc(OCc3c(C)noc3C)cc2)s1,-3.7
CCN1C(c2ccccc2)C(C)C(=O)C(C)C1c1ccccc1 (stereo unspecified),-3.5
CC(C)Oc1ccc(C(=O)NCc2cccs2)cc1,1.0

As entered above:
CN(C)C(=O)N1CCCC(C(=O)NCCc2ccccc2)C1 (stereo unspecified) in ARNT-TACC3 inh has -2.9
COc1cccc(CNC(=O)CCCNS(=O)(=O)c2cccs2)c1 in ARNT-TACC3 inh has -22.5
CC(C)(C)C(=O)N1CCCC1C(=O)O (stereo unspecified) in ARNT-TACC3 inh has -0.3

Molecules from the list above containing bromine (5):
structure,ARNT-TACC3 inh
O=C(COC(=O)c1ccc(Br)c(S(=O)(=O)N2CCOCC2)c1)NCC1CCCO1 (stereo unspecified),1.3
CCOC(=O)c1nn(-c2ccccc2)c(C#N)c1NC(=O)c1nn(CC)cc1Br,-2.5
O=C(CNS(=O)(=O)c1ccc(Br)s1)N1CCN(c2ncccn2)CC1,2.0
Cc1nc(-c2cccc(NC(=O)c3cc4cc(Br)ccc4oc3=O)c2)cs1,-0.6
CCc1sc(C(=O)NC)cc1Br,-11.9

Next compounds
structure,ARNT-TACC3 inh
Cc1nc(NCC2CCCO2)c2oc3ccccc3c2n1 (stereo unspecified),-11.9
COc1ccc(C2=Nn3c(nnc3-c3ccncc3)SC2)cc1OC,8.0
COC(=O)c1c(NC(=O)CN2CCN(c3ccccc3OC)CC2)c2cc(C)ccc2n1C,-5.8
C=CCn1c(O)c(C=Nc2ccc(Cc3ccncc3)cc2)c(=O)[nH]c1=S,-0.5
c1ccc(N2CCN(c3ncnc4sc5c(c34)CCC5)CC2)cc1,3.7
CC(=O)Nc1cccc(Oc2cc(C#N)c(C#N)cc2N2CCCCCC2)c1,-2.6

Three records picked at random from those above, as already listed:
structure,ARNT-TACC3 inh
Cc1nn(-c2ccccc2)c2c1C1(C(=O)N(C(C)C)c3ccccc31)C(C#N)=C(N)O2 (stereo unspecified),-0.2
Cn1nc(-c2ccc(Cl)cc2)c2cc(C(=O)NCCCN3CCOCC3)sc21,30.8
COc1ccc2c(c1)CCc1sc(NC(=O)c3ccc(C)cc3)nc1-2,5.6

Some of the compounds tested (hit frequency here may not be typical).
